# Source: PubChem BioAssay
# SENP8 block-1: human SENP8 protease inhibitors, primary screen, biochemical, fluorescence, Nedd8 protein substrate, uHTS; Sentrin-specific protease 8 (Homo sapiens), Q96LD8; recombinant SENP8; inhibition, % at 20 µM; 360,000 tested, 0.64% active; AID 602440, 2012; in the data active = inhibition mostly above about 40%, no sharp cut-off; inactive = mostly below about 27%
# Target sequence (Q96LD8 whole entry, looked up): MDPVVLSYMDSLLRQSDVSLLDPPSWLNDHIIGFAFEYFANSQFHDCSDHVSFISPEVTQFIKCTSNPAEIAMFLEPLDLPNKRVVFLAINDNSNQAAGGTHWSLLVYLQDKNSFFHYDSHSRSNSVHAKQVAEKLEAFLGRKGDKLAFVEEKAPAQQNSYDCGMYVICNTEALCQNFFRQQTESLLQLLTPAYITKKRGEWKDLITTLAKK
# SENP6 inh: SENP6 protease inhibitors, primary screen, biochemical, luminescence, uHTS. Recombinant SENP6 catalytic domain, aminoluciferin luminescence. inhibition, % at 10 µM. 330,000 tested, 1.8% active. AID 2599, 2010;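 active = inhibition above about 50% at the single tested dose, limit read from the data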;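 also: plate controls were DMSO wells with enzyme for no effect and DMSO wells lacking enzyme for full effect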
# SENP1 inh: human SENP1 catalytic domain inhibitors, primary screen, biochemical, FRET, uHTS; AID 624204, 2012; 360,000 tested, 0.21% active; Sentrin-specific protease 1 (Homo sapiens), Q9P0U3; inhibition, % at 10 µM; recombinant SENP1 catalytic domain, CyPet-SUMO1-YPet FRET cleavage;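 active = inhibition at least 30% at 10 µM, raw YFP signal under a set limit, fluorescence ratio 0.5 to 1.5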;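 also: 0% = enzyme with DMSO and 100% = no enzyme wells; some results filed as inactive read as strong as hits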
# Target sequence (Q9P0U3 419-644 limits assumed): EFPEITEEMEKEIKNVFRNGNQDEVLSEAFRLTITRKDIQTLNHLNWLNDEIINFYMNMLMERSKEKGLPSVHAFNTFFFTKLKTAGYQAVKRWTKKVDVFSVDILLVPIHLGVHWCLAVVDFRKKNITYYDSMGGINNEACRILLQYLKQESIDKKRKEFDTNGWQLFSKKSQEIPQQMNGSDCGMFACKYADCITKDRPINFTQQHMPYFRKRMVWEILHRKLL
#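 System: Recombinant human SENP1 catalytic domain, His6-tagged | Incubation: Enzyme reaction for 50 min at room temperature, dark | Medium: Tris pH 8 with BME, BSA, NP40 and catalase | Also added: 25 nM SUMO1 FRET substrate | Compound: 10 µM single point, 0.5% DMSO | Measured by: FRET fluorescence in CFP and YFP emission channels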
# HKDC1 inh: HKDC1 hexokinase inhibitors, primary screen, biochemical, fluorescence, uHTS | inhibition, % at 20 µM | recombinant HKDC1, G6PDH/diaphorase resazurin coupled fluorescence | AID 493160, 2011 | 340,000 tested, 0.16% active;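 active = inhibition above about 35% when tested at 20 µM, limit read from the data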;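 also: plate controls were DMSO wells with enzyme for no effect and DMSO wells lacking enzyme for full effect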
#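 test system = in-house recombinant HK5 (HKDC1) enzyme | amount = HKDC1 at 5 µg/mL | control set = DMSO-enzyme wells negative, buffer-substituted wells positive | compound = one dose of 20 µM, 1% DMSO | schedule = reaction time 90 min, room temperature, protected from light | technique = resorufin fluorescence at 613 nm | reagent = glucose with 1 mM ATP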
# SENP8 block-2: SENP8 protease inhibitors, primary screen, biochemical, luminescence; AID 2540, 2010; purified SENP8, Z-RLRGG-aminoluciferin cleavage; 330,000 tested, 1.2% active; inhibition, % at 10 µM; in the data active = inhibition above about 50%
# PfG6PD inh: PfG6PD enzyme inhibitors, primary screen, biochemical, fluorescence intensity, uHTS | glucose-6-phosphate dehydrogenase-6-phosphogluconolactonase (Plasmodium falciparum 3D7) | PfGluPho enzyme, NADPH resazurin-diaphorase fluorescence | inhibition, % at 20 µM | 350,000 tested, 0.78% active;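 active = inhibition reaching at least a set limit at 20 µM in the primary screen, cut at about 59% in these data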;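 also: 0% = DMSO wells with substrate and 100% = DMSO wells lacking glucose-6-phosphate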
# SENP7 inh: SENP7 protease inhibitors, primary screen, biochemical, luminescence, uHTS; 330,000 tested, 1.5% active; AID 434973, 2010; recombinant SENP7, Z-RLRGG-aminoluciferin luminescence, 40 min; inhibition, % at 5 µM;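 active = inhibition above about 50% at the single test dose, limit read from the data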;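 also: plate controls were DMSO with enzyme for no effect and no enzyme buffer wells for full effect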
# Target sequence (Q9BQF6 706-1050 limits assumed): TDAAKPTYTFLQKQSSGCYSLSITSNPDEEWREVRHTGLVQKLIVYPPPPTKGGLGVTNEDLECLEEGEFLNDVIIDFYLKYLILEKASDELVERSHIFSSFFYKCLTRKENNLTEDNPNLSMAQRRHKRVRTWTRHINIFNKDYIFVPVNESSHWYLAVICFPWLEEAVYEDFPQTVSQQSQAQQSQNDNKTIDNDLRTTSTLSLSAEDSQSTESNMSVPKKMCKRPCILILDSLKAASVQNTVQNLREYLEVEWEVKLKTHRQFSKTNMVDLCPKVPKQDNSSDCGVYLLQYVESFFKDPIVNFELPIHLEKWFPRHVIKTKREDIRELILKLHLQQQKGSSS
# NALP3 yeast inh: NALP3 inflammasome inhibitors in reconstituted yeast, primary screen, luminescence, uHTS; AID 2825, 2010; Yeast reconstituted NLRP3/ASC/caspase-1, beta-gal luminescence, 24 h; inhibition, % at 10 µM; 330,000 tested, 0.39% active;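 active = inhibition of 50% or more; inactive = inhibition below 50%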;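 also: plate controls were induced DMSO wells for no effect and uninduced yeast grown without galactose for full effect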
# Apaf1 inhib: inhibitors of human Apaf-1 apoptosome, primary screen, biochemical, DEVD-Rh110 fluorescence, uHTS. Apoptotic protease-activating factor 1 (Homo sapiens), O14727. reconstituted apoptosome caspase-3 activity. inhibition, % at 20 µM. 330,000 tested, 0.71% active. AID 489030, 2010; active = inhibition of at least 40% at 20 µM;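 also: plate controls were DMSO wells for no effect and DEVD-CHO caspase inhibitor wells for full effect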
#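 Material: reconstituted apoptosome with Apaf-1, cytochrome c, caspase-9, procaspase-3, dATP. Technique: Rh110 fluorescence intensity. Buffer or medium: pH 7.5 Hepes buffer with CHAPS, BSA, DTT. Times: 30 min plus 50 min, RT.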
# * marks the source's active call; other numbers are inactive results; · = no result given; & = joins results of further samples.
SMILES,SENP8 block-1,SENP6 inh,SENP1 inh,HKDC1 inh,SENP8 block-2,PfG6PD inh,SENP7 inh,NALP3 yeast inh,Apaf1 inhib
O=c1c2ccccc2nnn1CSc1nnc(-c2ccco2)o1,10,-12,1,2,-10,-8,-3,22,-9
Cc1cc(C)n(-c2nc3nonc3nc2Nc2cccc(C)c2C)n1,32,-15,-19,3,-5,-16,-1,21,0
Cc1nc(NC(=O)/C=C/c2ccccc2)sc1C(=O)NCCO,-36,-14,1,-9,-10,-5,8,18,0
CCOC(=O)C1(CCCc2ccccc2)CCN(C(=O)Cn2nc(C)nc2C)CC1,13,-5,1,-3,-1,-12,2,-14,-27
CCCCCCCCC(=O)N/N=C/c1ccccn1,3,-12,-2,11,6,-4,-4,23,3
Cc1ccc(C(=O)NC(O)C(Cl)Cl)cc1 (stereo not drawn),12,3,3,-7,2,-6,5,5,-7
C[C@H](CO)N1C[C@H](C)[C@@H](CN(C)C(=O)NC2CCCCC2)Oc2c(NC(=O)C3CC3)cccc2C1=O,1,-14,-1,-6,-14,-4,-2,7,16
CC1(OC(=O)c2cnc3ccccc3n2)C(=O)C=C2C=C(C3CC3)OC=C2C1=O (stereo not drawn),·,-6,·,·,-6,·,-6,-10,-2
CCN(CCO)Cc1cc(=O)oc2c(C)c(C)ccc12,-37,-12,-6,-14,0,12,-2,-7,6
CCN1CCN(C(C)CCc2ccccc2)CC1 (stereo not drawn),7,4,1,-4,-3,-11,-1,9,-12
CCC(C)NS(=O)(=O)c1ccc(OC)c(Cl)c1Cl (stereo not drawn),4,-12,0,4,-7,-2,-1,15,5
Cc1cc(=O)oc2c(C)c3occc3cc12,-128,11,-10,-7,0,-7,3,28,0
CCOC(=O)C1(Cc2ccccc2)CCN(CC2CC=CCC2)CC1 (stereo not drawn),1,-2,3,-4,-9,20,-8,31,4
Cc1cc2c(cc1S(=O)(=O)NCCc1ccccc1)NC(=O)CO2,1,5,1,-2,-6,30,1,6,10
CC(C)C[C@@H]1CN=C(N)N1C[C@@H]1CCCN1C[C@H](C)N1C[C@@H](Cc2ccccc2)N(CCCC2CCCC2)C1=N,20,19,0,7,2,9,-1,23,55*
Cc1ccc2c(CC(=O)NCc3cccs3)coc2c1,10,-11,1,-1,-6,-8,-9,14,4
COc1ccc(S(=O)(=O)NCC2CCCN(C(=O)C3CCCC3)C2)cc1 (stereo not drawn),2,-30,1,-9,-8,4,-8,-4,12
CN(Cc1ccco1)S(=O)(=O)c1ccc(CN2C(=O)c3cccnc3C2=O)s1,13,-7,3,-1,-5,10,1,8,-16
CN(C(=S)Oc1ccc(C(=O)Nc2ccccc2)cc1)c1ccccc1,8,15,2,-3,4,11,9,-6,-4
COC(=O)c1cc(-c2ccc(S(=O)(=O)N3CCCC(C)C3)cc2)c(C(F)(F)F)s1 (stereo not drawn),20,-11,2,6,-4,-7,-2,5,-1
COC(=O)Nc1ccc(S(=O)(=O)Nc2ccccc2F)cc1,26,2,3,6,-1,5,4,-14,0
Cc1cccc(NS(=O)(=O)c2ccc(-c3cnc(C4CC4)o3)cc2)c1,2,-3,1,-5,-1,-3,-6,13,10
Cc1ccc(S(=O)(=O)Nc2cccc(-c3ccc(N4CCCCCC4)nn3)c2)c(C)c1,-20,11,-2,-1,-3,-13,5,-1,17
CCOC(=O)/C(C#N)=C/c1c(N2CCN(C)CC2)nc2c(C)cccn2c1=O,2,-27,-6,2,-1,-7,7,15,3
Cc1ccccc1NC(=O)CN1CCC(NC(=O)Nc2ccccc2)CC1,14,5,0,-5,5,-15,1,2,12
O=C(Nc1ccc(F)cc1)c1ccc(NC(=O)C2CCCO2)cc1 (stereo not drawn),14,13,2,-3,14,4,13,6,-6
COc1ccccc1N=Cc1nc(-c2ccccc2)oc1OC(C)=O,21,-22,-55,6,-3,7,-6,-10,6
C/C(=N\NC(=O)c1cc(O)ccc1O)c1cccc(NC(=O)c2cccc(Cl)c2)c1,6,0,7,1,-4,21,-5,18,11
Cc1cc(C)n(-c2ccc(C(=O)NC3CCCCC3)cc2)n1,18,11,-1,-4,-4,9,1,4,-27
CC1(C)Cc2cccc(OCC(=O)Nc3nccs3)c2O1,42*,-2,-1,-4,-5,10,-8,14,0
Cc1ccc(C)c(OCCC(=O)NNC(=O)Cn2nc(C)cc2C)c1,9,-9,0,-1,-3,-10,8,22,3
C=Cn1ccnc1P(=S)(c1ccc2c(c1)c1ccccc1n2CC)c1nccn1C=C,-2,-39,1,-5,1,15,-2,-3,7
CCn1c(CNC(=O)C2CCCCC2)cc2cc(C)ccc21,-13,-20,1,-5,-6,-14,-15,3,9
COc1c(Br)cc(/C=N/n2c(-c3ccccc3)n[nH]c2=S)c(O)c1Br,-50,9,-37,17,3,22,-6,16,22
O=C(CN1CCN(S(=O)(=O)c2cccs2)CC1)N1CCCCC1,10,-1,2,-3,-2,-8,4,1,-8
CCN(C1CCCCC1)S(=O)(=O)c1ccc(S(=O)(=O)N(CC(=O)Nc2ccccc2)C2CC2)cc1,0,-7,2,17,10,-5,-1,-10,-6
O=C(O)CN1C(=O)CSc2ccccc21,20,-27,0,-3,-14,-17,-3,-17,-3
COc1ccc(C2Nc3ccccc3C(=O)N2O)cc1CN1CCOCC1 (stereo not drawn),-37,-6,1,-8,2,-14,5,-9,6
Cc1nc(CN2CCN(C(=O)NC3(c4ccccc4)CC3)CC2)cs1,15,-11,0,-4,2,1,4,6,-5
CC(C)N(C(=O)COC(=O)[C@@H]1CC(O)CN1S(=O)(=O)c1ccccc1[N+](=O)[O-])C(C)C (stereo partly drawn),20,-25,-1,-10,-8,16,0,4,1

# Reformatted: entries from further up
# Below each compound – SENP8 block-1 | SENP6 inh | SENP1 inh | HKDC1 inh | SENP8 block-2 | PfG6PD inh | SENP7 inh | NALP3 yeast inh | Apaf1 inhib
COC(=O)Nc1ccc(S(=O)(=O)Nc2ccccc2F)cc1
 : 26 | 2 | 3 | 6 | -1 | 5 | 4 | -14 | 0
Cc1cccc(NS(=O)(=O)c2ccc(-c3cnc(C4CC4)o3)cc2)c1
 : 2 | -3 | 1 | -5 | -1 | -3 | -6 | 13 | 10
Cc1ccc(S(=O)(=O)Nc2cccc(-c3ccc(N4CCCCCC4)nn3)c2)c(C)c1
 : -20 | 11 | -2 | -1 | -3 | -13 | 5 | -1 | 17
CCOC(=O)/C(C#N)=C/c1c(N2CCN(C)CC2)nc2c(C)cccn2c1=O
 : 2 | -27 | -6 | 2 | -1 | -7 | 7 | 15 | 3
Cc1ccccc1NC(=O)CN1CCC(NC(=O)Nc2ccccc2)CC1
 : 14 | 5 | 0 | -5 | 5 | -15 | 1 | 2 | 12
O=C(Nc1ccc(F)cc1)c1ccc(NC(=O)C2CCCO2)cc1 (stereo not drawn)
 : 14 | 13 | 2 | -3 | 14 | 4 | 13 | 6 | -6
COc1ccccc1N=Cc1nc(-c2ccccc2)oc1OC(C)=O
 : 21 | -22 | -55 | 6 | -3 | 7 | -6 | -10 | 6
C/C(=N\NC(=O)c1cc(O)ccc1O)c1cccc(NC(=O)c2cccc(Cl)c2)c1
 : 6 | 0 | 7 | 1 | -4 | 21 | -5 | 18 | 11
Cc1cc(C)n(-c2ccc(C(=O)NC3CCCCC3)cc2)n1
 : 18 | 11 | -1 | -4 | -4 | 9 | 1 | 4 | -27
CC1(C)Cc2cccc(OCC(=O)Nc3nccs3)c2O1
 : 42* | -2 | -1 | -4 | -5 | 10 | -8 | 14 | 0
Cc1ccc(C)c(OCCC(=O)NNC(=O)Cn2nc(C)cc2C)c1
 : 9 | -9 | 0 | -1 | -3 | -10 | 8 | 22 | 3
C=Cn1ccnc1P(=S)(c1ccc2c(c1)c1ccccc1n2CC)c1nccn1C=C
 : -2 | -39 | 1 | -5 | 1 | 15 | -2 | -3 | 7
CCn1c(CNC(=O)C2CCCCC2)cc2cc(C)ccc21
 : -13 | -20 | 1 | -5 | -6 | -14 | -15 | 3 | 9

# Later entries.
SMILES,SENP8 block-1,SENP6 inh,SENP1 inh,HKDC1 inh,SENP8 block-2,PfG6PD inh,SENP7 inh,NALP3 yeast inh,Apaf1 inhib
O=C(CNS(=O)(=O)c1ccc([N+](=O)[O-])cc1)N/N=C\c1ccc(O)cc1,3,3,2,1,6,-19,-3,4,-2
COc1cc2c(cc1OC)C(c1cc([N+](=O)[O-])ccc1O)NCC2 (stereo not drawn),6,-37,0,3,-4,6,1,15,5
CCOC(=O)C(C)N1CC(=O)N(c2ccccc2)C1=O (stereo not drawn),22,·,2,-5,·,9,·,·,·
CCC(C)N(C(=O)CSc1nnc2ccccn12)C1CCS(=O)(=O)C1 (stereo not drawn),-25,-18,2,-3,6,3,-6,17,0
CC(C)NC(=O)N(C)C[C@H]1Oc2c(NS(=O)(=O)c3ccc(F)cc3)cccc2C(=O)N([C@H](C)CO)C[C@@H]1C,4,-5,1,-8,1,1,3,9,-5
C=C(CC[C@@H](O)C(C)(C)O)[C@H]1CC[C@]2(C)[C@@H]1CCC1[C@@]3(C)CC[C@H](O)C(C)(C)C3CC[C@]12C (stereo partly drawn),12,4,0,-5,9,-12,0,58*,15
COCCNS(=O)(=O)c1ccc(OCC(=O)N2CCc3ccccc3C2)c(Cl)c1,6,6,0,-3,4,-6,4,27,-4
O=C(COC(=O)/C=C/c1cccs1)Nc1ccccc1Cl,9,-3,3,0,-5,-2,1,5,0
CCC(CC)C(=O)Nc1cccc(C(=O)Nc2ccc(S(=O)(=O)Nc3ccc(C)cc3)cc2)c1,6,-14,1,-3,-7,14,0,1,18
CC(=O)Nc1ccc(S(=O)(=O)Nc2ccc3c(c2)n(C)c(=O)n3C)c(C)c1,3,-10,-40,-2,1,11,3,8,-1
COc1cc(/C=N/Nc2nc(=O)[nH]nc2C)cc(OC)c1O,22,8,14,-1,17,9,4,-1,20
c1ccc(OCCSc2nc3ccccc3[nH]2)cc1,-10,22,3,-8,-2,-10,-9,34,-5
CN(Cc1ccccc1)C(=O)C1CCCN(Cc2cccc(Cl)c2)C1 (stereo not drawn),6&5,-3,2&2,2,3,-13,-2,21,-6
O=C(CN1C(=O)CCC1=O)Nc1ccc2c3c(cccc13)CC2,-236,-18,1,0,-8,6,-16,4,8
